HCMV inh: blocks human cytomegalovirus replication. activity change, negative = inhibition, % at 57.5 µM. HFF cells, HCMV-luciferase reporter, 72 h; hits give low values. 4.5% of 410,000 active; in the data active means activity change below about -60%; inconclusive means no clear call, values can overlap the other calls; inactive means above about -39%
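After 16 h attachment at 37C, HFF cells received test compound and HCMV-luciferase (1 PFU/cell); reporter luminescence read 72 h later, data normalized against buffer-only and known inhibitor Salinomycin.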
AMA1 RON2 block: disrupts binding of P. falciparum AMA1 to RON2; AlphaScreen AMA1-biotinylated RON2 peptide binding; Potency, µM (titrated, usually from 58.2 µM), for inactives: top-dose activity change, negative = inhibition, hits mostly inhibitors; 0.2% of 360,000 active; AID 720542;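 further: potency means the concentration at half of the fitted maximal effect; 0% = vehicle wells and -100% = peptide control; nearly all actives have a fitted effect of over 45% in size; some results filed as inactive show a strong effect at the top dose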
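AMA1 (3D7) with his tag at 25 nM final met compounds first, then biotinylated RON2 peptide at 25 nM; detection used donor plus acceptor beads, 10 µg/mL apiece, read by AlphaScreen after 30 min at room temperature.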
AmpC no deterg: inhibitors of E. coli AmpC beta-lactamase without detergent | AmpC nitrocefin hydrolysis, absorbance 480 nm, 0.0001% Triton | Potency, µM (highest dose often 57.1 µM), inactives show at the highest dose activity change, negative = inhibition, actives largely listed as inhibitors | 0.52% of 330,000 active;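 further: potency means the concentration at half of the fitted maximal effect; plate controls were no compound for no effect and no enzyme for full effect; nearly all actives have a fitted effect of over 20% in size; some results filed as inactive show a strong effect at the top dose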
Target sequence (P00811 whole entry, looked up): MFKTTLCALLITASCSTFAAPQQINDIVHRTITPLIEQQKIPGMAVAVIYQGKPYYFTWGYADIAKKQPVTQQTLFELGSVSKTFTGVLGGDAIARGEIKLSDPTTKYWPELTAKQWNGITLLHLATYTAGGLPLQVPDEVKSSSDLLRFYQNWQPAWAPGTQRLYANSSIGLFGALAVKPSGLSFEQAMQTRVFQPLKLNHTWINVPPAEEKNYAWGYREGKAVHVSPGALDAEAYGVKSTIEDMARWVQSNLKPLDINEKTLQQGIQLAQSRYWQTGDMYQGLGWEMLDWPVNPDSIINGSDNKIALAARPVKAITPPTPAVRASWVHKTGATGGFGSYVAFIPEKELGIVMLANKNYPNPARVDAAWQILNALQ
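AmpC (5.3 nM in the dispensed reagent) in 20 mM phosphate pH 7.0 with 0.01% (detergent screen) or 0.0001% Triton X-100 was preincubated with compounds for 15 min at room temperature. Nitrocefin was then added from an 800 uM solution, and hydrolysis was followed at 480 nm.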
Sm TGR inh: S. mansoni TGR enzyme inhibition; purified TGR, DTNB reduction, TNB absorbance 405 nm; Potency, µM (doses to about 114 µM), for inactives: at the highest dose activity change, negative = inhibition, usual class: inhibitors; 3% of 360,000 active; Q962Y6; further: potency means the concentration at half of the fitted maximal effect; nearly all actives have a fitted effect of over 60% in size
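Kinetic colorimetric format: TGR-catalysed, NADPH-driven DTNB reduction monitored via TNB absorbance. Enzyme dispensed at 20 nM; compound exposure 15 min at room temperature before reaction start.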
AmpC detergent: blocks E. coli AmpC beta-lactamase in detergent assay. P00811. AmpC hydrolysis of nitrocefin, absorbance 480 nm, 0.01% Triton. Potency, µM (series often up to 114 µM), for inactives: top-dose activity change, negative = inhibition, usual class: inhibitors. 0.041% of 370,000 active. AID 485294;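 further: potency means the concentration at half of the fitted maximal effect; 0% = no-compound wells and -100% = no-enzyme wells; nearly all actives have a fitted effect of over 25% in size; some results filed as inactive show a strong effect at the top dose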
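AmpC (5.3 nM in the dispensed reagent) in 20 mM phosphate pH 7.0 with 0.01% (detergent screen) or 0.0001% Triton X-100 was preincubated with compounds for 15 min at room temperature. Nitrocefin was then added from an 800 uM solution, and hydrolysis was followed at 480 nm.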
FBPA Giardia inh: Giardia lamblia aldolase inhibition; 0.71% of 290,000 active; Potency, µM (top dose mostly 59.6 µM), for the others: at the highest dose activity, negative = inhibition, actives largely listed as inhibitors; purified Giardia FBPA; A8B2U2; further: potency means the concentration at half of the fitted maximal effect; nearly all actives have a fitted effect of over 55% in size
Target sequence (A8B2U2 whole entry, looked up): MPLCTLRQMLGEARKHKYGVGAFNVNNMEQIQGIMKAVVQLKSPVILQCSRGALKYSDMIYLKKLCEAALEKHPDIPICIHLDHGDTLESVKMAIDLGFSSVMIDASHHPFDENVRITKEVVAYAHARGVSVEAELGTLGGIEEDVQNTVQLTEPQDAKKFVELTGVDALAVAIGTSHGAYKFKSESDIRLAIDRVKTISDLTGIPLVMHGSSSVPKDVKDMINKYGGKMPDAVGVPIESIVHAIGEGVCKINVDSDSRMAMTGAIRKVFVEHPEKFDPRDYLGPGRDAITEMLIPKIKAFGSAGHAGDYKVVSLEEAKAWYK
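Giardia FBPA (40 nM reagent) was preincubated 10 min at RT with compound (up to 57.5 uM final), then substrate plus GAPDH/TPI/NAD/arsenate coupling system with diaphorase/resazurin was added; resorufin fluorescence (525/598 nm) was read after 20 min.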
* = called active by the depositor; ? = inconclusive; / = no result given; & = joins results of further samples; ! = a repeat was not active; [ ] = dose if it differs, or a comment. Unless noted, the call rests on the fitted dose curve; in most records, active means well fitted curve in the direction sought with a large enough effect; inconclusive means small, poorly fitted or top-dose-only effect, or another doubt; inactive means no such curve, though single readings can be large; an effect the other way counts as inactive or inconclusive. Unless noted, on the % scale 0 is the no-effect control and ±100 the full control effect.

SMILES | HCMV inh | AMA1 RON2 block | AmpC no deterg | Sm TGR inh | AmpC detergent | FBPA Giardia inh
COc1cccc(C2C(C(=O)c3ccco3)=C(O)C(=O)N2CCN(C)C)c1OC (centres undefined) | -28.3 | -1.3% | -31.0% | -8.2% | 1.5% | -12.9%
O=C1CCC(/C=C/c2ccccc2)=NN1Cc1ccc(Cl)c(Cl)c1 | 1.3 | 6.3% | -1.3% | 2.2% | 6.1% | -3.7%
COc1ccc2[nH]c(C(=O)O)c(CCN3C(=O)c4ccc(C(=O)O)cc4C3=O)c2c1 | 106.3 | -4.8% | -5.6% | -2.5% | 3.0% | -6.3%
Cc1ccc(C(=O)N/N=C\c2ccc([N+](=O)[O-])s2)cn1 | ? | 15.9% | -14.2% | ? | ? | 4.1%
CC(=O)N1CCCc2cc(S(=O)(=O)N3CCCC(C(=O)N4CCN(c5cc(C)ccc5C)CC4)C3)ccc21 (centres undefined) | -77.6*! | 15.0% | 187.2%[activator] | 0.3%&-2.1% | -11.8%&5.2% | 2.2%
Cc1c(Cl)cccc1NC(=O)CCS(=O)(=O)c1ccc2c(c1)CC(=O)N2C | -12.6 | / | / | 1.1% | 2.6% | /
CN(C)c1ccc(CNC(=O)CCS(=O)(=O)c2ccc3c(c2)oc(=O)n3C)cc1 | 0.0&17.5 | -0.3% | 1.2% | -0.4%&3.0% | -3.2%&21.9% | -9.6%
CCOC(=O)C1CCN(C(=S)Nc2cc(C)ccc2C)CC1 | -34.5 | -16.0% | -17.9% | -2.4% | -13.8% | -7.8%
NC(=O)Cn1cnc2c(nnn2-c2cccc(Cl)c2)c1=O | -32.7 | -9.8% | -5.8% | 6.2% | -11.1% | 7.2%
Cc1c2cnn(CC(=O)N3CCCCC3)c(=O)c2c(C)n1Cc1ccc(F)cc1 | 13.5 | / | / | 1.4% | -3.3% | /
O=S(=O)(Nc1ccc(Cl)cc1)c1ccc(NS(=O)(=O)c2ccc3c(c2)OCCO3)cc1 | -15.6 | / | / | 7.1% | 14.9% | /
COc1ccc(C2C(C(=O)OCC(=O)N3CCCCC3)CCC(=O)N2c2ccc(OC)cc2)cc1 (centres undefined) | 23.5 | -4.1% | 13.8% | -21.4% | ? | 17.9%
CCCC(C)C(=O)Nc1ccccc1C(=O)OCC (centres undefined) | -1.8 | 28.7% | -15.9% | 4.1% | 6.2% | 1.6%
COCCN(C(=O)COC(=O)CCC(=O)c1ccc(C)cc1)c1c(N)n(Cc2ccccc2)c(=O)[nH]c1=O | -17.9 | -9.4% | 100.8%[activator] | 3.0% | -1.2% | -11.5%
COc1ccc(CNC(=O)CSc2ncn[nH]2)cc1OC | -5.8 | 5.0% | 0.2% | ? | -4.2% | 7.6%
CCc1nnc(NC(=O)c2cc(OC)c(OC)cc2[N+](=O)[O-])s1 | 44.6 | -0.5% | -2.5% | 13.7% | -5.4% | -14.7%
Cc1cccn2c(=O)c3cc(C#N)c(=NC(=O)c4ccco4)n(Cc4ccco4)c3nc12 | -27.1 | -12.4% | -18.9% | ? | 1.2% | -3.4%
Cc1ccc(CNC(=O)C2CCN(C(=O)Nc3ccccc3)CC2)cc1 | 7.1 | -11.3% | 2.1% | 2.1% | 1.7% | -3.3%
COc1ccccc1CNC(=O)c1cc2ccccc2o1 | -29.7 | -1.7% | -26.0% | 8.3% | -8.9% | 3.0%
CCOc1ccccc1NC(=O)Cn1c(=O)n(-c2ccc(C)c(C)c2)c(=O)c2c(C)c(C(=O)N(C)C)sc21 | -3.0 | / | / | 3.6% | 7.1% | /
Cc1ccc(C)c(N2CCN(C(=O)Cn3cnc4onc(-c5ccc(F)cc5)c4c3=O)CC2)c1 | 18.3 | / | / | 3.6% | 24.7% | /
COc1ccc(-c2nnc(-c3ccc(F)cc3)o2)cc1 | 17.5 | 2.0% | -12.7% | 4.3% | -6.9% | 4.4%
COc1ccccc1NC(=O)C(C)Sc1nnc2ccccn12 (centres undefined) | -1.9 | -3.5% | -24.7% | -22.4% | -2.5% | /
O=C(c1ccc(F)cc1)C1CCN(Cc2ccc(F)cc2)CC1 | -2.2 | -3.2% | -20.5% | 1.1% | -17.1% | -3.9%
N#C/C(=C\c1ccccc1C(F)(F)F)C(=O)Nc1ccccc1F | -20.3 | 20.8% | -20.4% | -2.2% | -5.5% | -2.6%
Nc1c(S(=O)(=O)c2cccs2)c2nc3ccccc3nc2n1Cc1ccc2c(c1)OCO2 | / | 1.2% | -36.5% | 12.5% | 0.6% | -2.7%
CCC(C(=O)Nc1cccc(C(=O)O)c1)c1ccccc1 (centres undefined) | 4.4 | 9.8% | -1.7% | 1.8% | -0.3% | 9.8%
COc1ccc(C(=O)CSc2nnc(CNC(=O)c3ccco3)n2C)cc1OC | 15.0 | 7.3% | 97.8%[activator] | -1.3% | -1.3% | 1.2%
CCOc1ccc2nc(NC(=O)c3ccc(S(=O)(=O)N4CCOCC4)cc3)sc2c1 | -32.4 | -5.9% | 0.4% | -7.8% | -14.5% | 5.2%
C=CCn1c(COc2ccc(F)cc2)nnc1SCC(=O)c1c[nH]c2c(CC)cccc12 | 4.7 | 0.0% | -23.3% | -11.1% | ? | 5.8%

Retrieved one by one from the entries so far (5):
SMILES | HCMV inh | AMA1 RON2 block | AmpC no deterg | Sm TGR inh | AmpC detergent | FBPA Giardia inh
Cc1cccn2c(=O)c3cc(C#N)c(=NC(=O)c4ccco4)n(Cc4ccco4)c3nc12 | -27.1 | -12.4% | -18.9% | ? | 1.2% | -3.4%
CCc1nnc(NC(=O)c2cc(OC)c(OC)cc2[N+](=O)[O-])s1 | 44.6 | -0.5% | -2.5% | 13.7% | -5.4% | -14.7%
CN(C)c1ccc(CNC(=O)CCS(=O)(=O)c2ccc3c(c2)oc(=O)n3C)cc1 | 0.0&17.5 | -0.3% | 1.2% | -0.4%&3.0% | -3.2%&21.9% | -9.6%
Cc1ccc(CNC(=O)C2CCN(C(=O)Nc3ccccc3)CC2)cc1 | 7.1 | -11.3% | 2.1% | 2.1% | 1.7% | -3.3%
CCC(C(=O)Nc1cccc(C(=O)O)c1)c1ccccc1 (centres undefined) | 4.4 | 9.8% | -1.7% | 1.8% | -0.3% | 9.8%

Next part.
SMILES | HCMV inh | AMA1 RON2 block | AmpC no deterg | Sm TGR inh | AmpC detergent | FBPA Giardia inh
COc1ccccc1OCC(=O)Nc1nc(-c2ccc(Br)cc2)ns1 | -11.0 | / | / | -7.8% | -1.2% | /
Cc1[nH]c2ccc(OC(=O)N3CCOCC3)cc2c1C(=O)OC(C)C | ? | 7.8% | 1.5% | -0.7% | -6.9% | 0.4%
CCN1CCCc2cc(CN(CCN3CCOCC3)C(=S)Nc3ccc(C)cc3)ccc21 | 4.6 | -18.5% | 154.7%[activator] | -31.6% | 10.1% | -10.0%
O=C(O)C1CCCCN1S(=O)(=O)c1ccccc1 (centres undefined) | -1.5 | -6.3% | -3.7% | -1.0% | 3.0% | 0.0%
C=Cc1ccc(Cn2c(C(=O)O)c(CNC3CCCCC3)c3ccc(OC)cc32)cc1 | 7.5 | / | / | -6.4% | -0.8% | /
O=C(CCNC(=O)c1ccccc1Cl)NCC1CCCO1 (centres undefined) | 15.1 | 12.6% | 1.6% | 1.7% | ? | /
Cc1ccc(NC(=O)C[n+]2ccccc2)cc1C | 11.3 | -3.4% | 0.0% | -16.3% | -6.4% | -2.7%
Cc1ccc(N=C2NC(=O)CS2)c(C)c1 | -10.4 | 5.4% | -9.0% | -5.5% | -4.5% | -1.6%
COCc1cc(=O)[nH]c(=S)[nH]1 | -26.2 | 27.5% | -24.3% | 4.4% | 1.7% | 4.46µM*
COc1ccc(-c2cc(=O)c3c(OC)c(OC)c(OC)c(OC)c3o2)cc1 | 21.2 | 10.1% | / | / | / | -0.4%
CCSc1ncc(Cl)c(C(=O)N(Cc2ccc(N(C)C)cc2)Cc2ccco2)n1 | -8.0 | / | / | 1.8% | 1.8% | /
Cc1nc(SCC(=O)NC(=O)NCc2ccco2)nc(C)c1C | 50.3 | 14.0% | -34.4% | 39.8µM* | ? | -3.3%
O=C(CSc1nnc(C2CC2)n1Cc1ccccc1)c1ccc(S(=O)(=O)N2CCOCC2)cc1 | 28.9 | 8.8% | ? | ? | 0.2% | -0.1%
Cc1ccc(C(=O)N2CCC(n3nccc3NC(=O)C3CCOC3)CC2)cc1 (centres undefined) | -15.5 | 14.8% | 0.0% | 0.0% | 1.5% | /
CCCn1c(=O)[nH]c(=O)c2c(C(=O)OCC)cc(-c3cccs3)nc21 | 14.8 | -6.6% | 105.8%[activator] | -34.5% | 3.8% | -5.1%
CC1(C)CC(=O)c2c(oc3c(Cl)cc(NS(=O)(=O)c4ccc(Br)cc4)cc23)C1 | 0.2 | / | / | -10.9% | -5.0% | /
CCOc1cc(Cl)c(CNCCCN2CCOCC2)cc1OC | 4.4 | -3.3% | -13.6% | 0.0% | -22.0% | -20.5%
N/C(=N\OC(=O)Cc1cccs1)c1ccc([N+](=O)[O-])cc1 | 11.9 | -22.0% | -16.1% | -31.4% | -1.4% | 3.7%
O=C(O)c1cccc(S(=O)(=O)N2CCC(Cc3ccccc3)CC2)c1 | 30.4 | 13.3% | -25.3% | 2.2% | -6.0% | 15.0%
CCC(C)N1CC23C=CC(O2)C(C(=O)OC)C3C1=O (centres undefined) | -7.2 | -2.5% | 22.4µM* | -30.7% | 2.3% | 1.8%
C[n+]1ccc(C(=O)NCc2ccccc2)cc1 | / | -1.9% | -16.8% | -15.1% | -2.0% | 6.5%
Oc1ccc(/C=N/Nc2ccnc3cc(Cl)ccc23)c(O)c1O | 30.8 | 23.2% | -59.1% | -28.0% | -8.8% | 14.1µM*
Cc1cc2c(cc1C)[n+](C)cn2CC(O)COCC1CC=CCC1 (centres undefined) | -71.1* | 0.7% | 25.8% | / | -0.5% | 1.4%
COc1cc(/C=C/C(=O)OCC(=O)Nc2cccc(Oc3ccccc3)c2)ccc1O | -36.4 | 0.0% | -9.4% | -20.1% | 8.4% | -4.1%
CC(=O)N1c2ccc(S(=O)(=O)NCCC(=O)N3CCC(C)CC3)cc2CC1C (centres undefined) | 14.2 | 14.7% | 6.3% | -0.5% | -0.5% | -6.4%
COc1nccnc1NS(=O)(=O)c1ccc(NC(=O)c2ccccc2Br)cc1 | -10.2 | -9.1% | -30.2% | -0.6% | -7.5% | -10.6%
COc1ccc(-c2noc(CNC(=O)c3ccoc3C)n2)cc1OC | 11.1 | -6.1% | -31.7% | 6.6% | -8.1% | 2.8%
CC(=O)c1ccc(NC(=O)CC(c2cccs2)N2Cc3ccccc3C2=O)cc1 (centres undefined) | 70.4 | / | / | -0.1% | -3.5% | /
Cn1c(SCC(=O)Nc2ccc(NC(=O)c3cccs3)cc2)nnc1-c1ccncc1 | -10.8 | -5.1% | -14.9% | -9.2% | -0.1% | 1.4%
COc1ccc([N+](=O)[O-])cc1/C=N/NC(=O)CNC(=O)C(c1ccccc1)c1ccccc1 | -26.9 | -10.5% | ? | -1.2% | -6.8% | ?
CCc1ccccc1NC(=O)CN1C(=O)CCc2cc(S(=O)(=O)N3CCCCC3)ccc21 | 4.0 | / | / | -0.9% | ? | /
